# Screening data (PubChem)
# NS3 helicase inh: HCV NS3 helicase inhibition; NS3 helicase DNA unwinding, Cy5 molecular beacon fluorescence; inhibition, % at 10.9 µM; 290,000 compounds, 0.56% hits;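 active means inhibition above the mean of all tested compounds plus 3 SD, set per campaign, cut at about 35% in these data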;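 further: 0% = DMSO wells and 100% = thioflavine S control wells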
#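 Assay system – hepatitis C virus NS3 helicase domain fragment enzyme · Buffer or medium – MOPS pH 6.5, MgCl2, DTT, Tween20, BSA · Reagent – Cy5/quencher beacon DNA duplex and ATP to start · Compound – single 10.9 µM dose · Timing – 1 h at 25 °C · Technique – Cy5 beacon fluorescence read at start and 1 h · Measure – % inhibition of unwinding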
# MEKK2mut PB1 HTS: signal of MEK5 binding to mutant human MEKK2 PB1 domain; bead flow cytometry, Alexa488-MEK5 binding to MEKK2 mutant; percent response, % at 10 µM; 290,000 compounds, 0.35% hits; in the data active means percent response above about 24%, passing the limit was not always enough; further: inactives centre near 1; some results filed as inactive read as strong as hits
# IMP-1 inhibitor: blocks Pseudomonas aeruginosa IMP-1 metallo-beta-lactamase | AID 1556 | purified IMP-1, nitrocefin hydrolysis, epi-absorbance fluorescence | inhibition, % at 5.6 µM | 290,000 compounds, 0.45% hits;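 active means inhibition above the mean plus 3 SD of all compounds in the same screening run, cut at about 4.5% in these data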;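 further: 0% = IMP-1 with DMSO and 100% = DMSO wells lacking enzyme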
#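 Assay system: purified recombinant IMP-1 beta-lactamase. Input: IMP-1 0.2 nM before substrate addition. Buffer or medium: Zinc- and detergent-supplemented HEPES buffer, pH 7.1. Schedule: 25 °C, 15 min preincubation, 25 min reaction. Signal: Epi-absorbance fluorescence, 480 nm excitation, 530 nm emission. Evaluation: percent inhibition from optical density relative to buffer-blank wells.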
# M18AAP inhibitor: PfM18AAP enzyme inhibition | 290,000 compounds, 1.2% hits | recombinant PfM18AAP, H-Glu-NHMec fluorogenic cleavage | inhibition, % at 7.35 µM;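 active means inhibition above the campaign mean inhibition over all tested compounds plus 3 SD, cut at about 28% in these data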;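 further: 0% = plate median of test compound wells and 100% = 2 mM ZnCl2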
# FID counter: displaces DNA intercalator in HCV helicase counter-screen; DNA fluorescent intercalator displacement, fluorescence; inhibition, % at 7.9 µM; 290,000 compounds, 0.17% hits; in the data active means inhibition above about 37%;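 further: 0% = vehicle and 100% = reference compound; higher means more ethidium bromide displaced from hairpin DNA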
# NALP1 yeast inh: NALP1 inhibition | S. cerevisiae NALP1/ASC/caspase-1 growth, X-gal OD620, 72 h | 280,000 compounds, 0.61% hits | inhibition, % at 10 µM | AID 2071; in the data active means inhibition mostly above about 24%, no sharp cut-off; inactive means mostly below about 32%; further: some compounds called inactive have numbers as strong as hits
# MEKK2wt PB1 HTS: raises or lowers MEK5 binding to wildtype human MEKK2 PB1 domain; bead flow cytometry, Alexa488-MEK5 binding to MEKK2 WT; actives lie on both sides; binding response (% of control), % at 10 µM; 290,000 compounds, 1.1% hits; AID 1531; in the data active means binding response below about 67% or above about 130%
# UBC9 SUMO inh: blocks human SUMOylation mediated by UBC9 | P63279 | HTRF SUMOylation assay, SAE1/SAE2 + UBC9, in vitro | inhibition, % at 35 µM | 290,000 compounds, 0.36% hits | AID 2006; in the data active means inhibition above about 50%, passing the limit was not always enough; further: strong numbers were not always called active
# Target sequence (P63279 whole entry, looked up): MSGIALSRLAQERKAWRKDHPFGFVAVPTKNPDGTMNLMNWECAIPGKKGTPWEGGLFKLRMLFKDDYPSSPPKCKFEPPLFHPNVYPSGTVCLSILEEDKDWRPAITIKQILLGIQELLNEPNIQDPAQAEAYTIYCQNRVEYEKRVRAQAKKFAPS
# VIM-2 inh: inhibitors of Pseudomonas aeruginosa VIM-2 metallo-beta-lactamase; AID 1527; purified VIM-2, nitrocefin hydrolysis, epi-absorbance fluorescence; inhibition, % at 5.6 µM; 290,000 compounds, 0.89% hits;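 active means inhibition above the mean of all tested compounds plus 3 SD, cutoff set per screening run, cut at about 7.5% in these data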;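 further: red hydrolysis product quenches plate fluorescence so inhibitors raise well fluorescence; 0% = enzyme with DMSO and 100% = DMSO without enzyme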
# * hit, by the source's call; . = not tested or not shown; [ ] = remark or other dose.
SMILES,NS3 helicase inh,MEKK2mut PB1 HTS,IMP-1 inhibitor,M18AAP inhibitor,FID counter,NALP1 yeast inh,MEKK2wt PB1 HTS,UBC9 SUMO inh,VIM-2 inh
CC(=O)Cc1nsc(Nc2cccc(C)c2)n1,-4,-2,-2.0,0,-7,9,97,15,-4.2
CCOC(=O)c1ccc(NC(=O)CCNS(=O)(=O)c2ccc3c(c2)oc(=O)n3C)cc1,1,2,-0.6,-10,-2,30,105,10,2.3
CN(Cc1ccc(OC(F)F)cc1)C(=O)c1ccccc1Sc1ccccc1C#N,-10,3,-2.5,-1,-36,5,107,-16,1.0
O=C(Nc1c2c(nc3ccccc13)CCCC2)c1ccccc1Cl,2,3,-2.2,3,-11,28,109,7,-4.1
C=CCn1c(SCC(=O)NC(=O)NCC(C)C)nnc1C1CCCCC1,5,-4,-1.4,2,-29,14,97,4,-1.6
COC(=O)c1cc(-c2ccccc2)sc1NC(=O)c1cc(C)on1,-1,2,-0.3,2,-2,24,92,2,-2.3
O=C(O)c1cccc(N2C(=O)c3ccc4c5c(ccc(c35)C2=O)C(=O)N(c2cccc(C(=O)O)c2)C4=O)c1,-13,-7,-2.0,-2,0,.,91,-2,-3.2
COc1cc(NC(=O)CSCc2ccccc2)c(C(=O)O)cc1OC,5,3,-4.7,-3,-20,11,105,7,-0.8
CCC[N+](CC#CCO)(CC#Cc1ccccc1)CCC,-1,24,-3.9,-3,2,0,115,8,-1.6
CS(=O)(=O)c1ccc2nc(NC(=O)c3ccc(S(=O)(=O)NCC4CCCO4)cc3)sc2c1 (stereo not drawn),3,-2,-0.6,-4,-8,-1,101,13,-1.9
CCOC(=O)Nc1cc(C(=O)OC)cc(C(=O)OC)c1,0,5,-1.1,-4,-1,17,107,16,-1.7
COc1cc(C)c(C(C)C)cc1S(=O)(=O)n1ccnc1,0,-2,-2.8,7,-4,7,108,-32,-2.6
CCOc1cc(OCC)cc(C(=O)O)c1,5,2,-3.9,0,-2,0,103,2,-1.0
Cc1cc(NC(=O)COC(=O)c2ccccc2S(=O)(=O)N(C)c2ccccc2)no1,5,3,-2.9,5,-20,-13,106,10,-3.0
NC1=NC(=O)C(Cc2ccc(F)cc2)S1 (stereo not drawn),4,-1,-0.7,-1,-3,16,100,2,-0.6
CCN(CC)c1ccc(/C=c2\sc3nc4ccccc4n3c2=O)c(O)c1,6,0,-3.4,8,-13,-1,94,-53,-0.8
CCCCCOc1ccc2oc(=O)c3c(c2c1)CCCN3C(=O)CN1CCCC(C(=O)OCC)C1 (stereo not drawn),-11,-14,-3.8,-7,-23,0,2.0*[inhibitor],2,-2.5
CCn1cc(Cl)c(C(=O)Nc2cccc(CN3CCOCC3)c2)n1,3,0,-3.7,-4,-2,8,98,-6,-2.9
CC(Sc1nnc(COc2ccc(Cl)cc2)n1-c1ccccc1)C(=O)O (stereo not drawn),18,6,-3.7,5,-32,-5,103,0,-1.7
COc1cccc(NC(=O)c2c(C)cc(C)cc2CC(C)(C)C(=O)O)c1,3,4,-0.4,4,-2,5,98,6,-2.4
Oc1ccccc1N=Cc1ccc[nH]1,6,-1,2.6,35*,-3,14,99,18,2.9
O=C(c1cccnc1)N1CCN(c2c(Cl)cccc2[N+](=O)[O-])CC1,3,4,-5.2,4,-8,8,105,-5,-0.8
CCc1ccc(N(CC(=O)NC2CCCC2)S(=O)(=O)c2c(C)noc2C)cc1,8,3,-3.9,1,-11,26,102,-20,-3.3
CC1CCN(c2ccc(NC(=O)c3ccccc3[N+](=O)[O-])cc2)CC1,6,3,-4.1,7,0,2,106,2,-2.7
CCCN1CCC(NC(=O)Nc2cc(Cl)ccc2OC)CC1,-2,0,-1.8,-2,7,2,108,19,-2.1
O=C1CC(N2CCN(c3ccccc3O)CC2)C(=O)N1Cc1ccccc1 (stereo not drawn),0,-3,-3.2,1,-20,6,91,1,-2.4
O=C(NNC(=S)Nc1ccccc1)NNC(=S)Nc1ccccc1,2,-8,-3.5,39*,3,8,94,4,-2.2
CCOC(=O)c1nn2c(C(F)(F)F)cc(-c3ccc(OC)cc3)nc2c1Br,3,3,0.7,2,-4,7,102,6,-0.5
CCC(C)(CC(=O)N(C)CCC#N)c1ccccc1 (stereo not drawn),-1,3,-3.0,3,-4,18,112,1,-2.3
Cc1ccc2nc(SCC(=O)Nc3ccc(F)cc3F)[nH]c2c1,1,3,-1.7,-5,-3,-5,104,-2,-0.3
N#CC1=C(SCc2ccccc2)NC2=C(C(=O)CCC2)C1c1ccc2c(c1)OCO2 (stereo not drawn),0,2,-5.0,11,-10,16,105,5,-3.4
Cc1ccc(Cl)cc1NC(=O)Nc1c(C)n(C)n(-c2ccccc2)c1=O,-3,0,-3.8,4,-5,6,101,11,-3.9
CC1Cc2ccccc2N1C(=O)Cn1cnc2ccccc21 (stereo not drawn),9,-2,-2.8,1,-13,-8,96,-2,-3.4
CC(C)(C)c1nnc(SCC(=O)c2ccccc2)n(N)c1=O,13,4,-2.2,13,2,-4,106,2,-4.4
Cc1ccc(-n2c(COc3ccccc3)n[nH]c2=S)cc1,-13,-7,-3.7,13,-8,4,91,12,-0.2
Cc1ccc(-c2nnc(SCC#CCOC(=O)c3ccco3)o2)cc1,-5,0,-3.1,1,-20,14,96,-8,-2.7
O=[N+]([O-])c1ccccc1S(=O)(=O)n1cnc2ccccc21,4,-8,-0.8,-15,3,4,79,8,-0.4
CC(=O)N(c1ccc(N(C(C)=O)S(=O)(=O)c2cccs2)cc1)S(=O)(=O)c1cccs1,-5,-7,-1.7,-8,-16,19,86,5,0.9
COc1ccc(Cl)cc1S(=O)(=O)Nc1cccc(C(=O)O)c1,1,-1,-2.2,-10,-1,18,103,13,-2.2
CCCCNC(=O)N(O)C1N(/N=C/c2ccc(N(C)C)cc2)C(=S)SC1(C)C (stereo not drawn),8,10,-1.9,5,-24,-3,108,7,-1.8
COc1ccc(N2CCN(S(=O)(=O)CCNC(=O)c3ccc(Br)o3)CC2)cc1,-2,4,-1.9,6,-39,-5,103,0,-6.8
CCCCC1=NN2CCS(=O)(=O)N=C2S1,6,3,-2.6,-4,-1,-5,104,0,-2.6
CC(C)(C)n1nnnc1C(c1cccs1)N(Cc1ccc(Cl)cc1)CC1CCCO1 (stereo not drawn),-3,-3,-3.6,0,-22,10,85,1,-4.1
O=C1NC(=O)/C(=C\c2ccc(OCc3cccc([N+](=O)[O-])c3)cc2)N1,-2,-9,-2.4,6,8,3,90,-59,-1.4
CCCn1ncc(CN2CCC(n3nccc3NC(=O)c3ccccc3Cl)CC2)c1C,-3,-1,0.6,-4,0,23,104,-14,-0.7
COc1ccc(NC(=O)Nc2cccc(C(F)(F)F)c2)cn1,-1,-3,-2.7,4,0,9,91,8,-1.9
Oc1c(C2=NCCNC(C(F)(F)F)=C2)ccc2ccccc12,-5,0,-1.7,1,2,5,101,-10,0.1
CCN(CC)c1ccc2c(Cl)cc(=O)oc2c1,-1,1,-1.3,-15,-11,12,90,19,-2.2
Cc1ccc(C)c(N(CC(=O)NC2CCCCC2)C(=O)c2snc(C(N)=O)c2N)c1,-3,1,-4.0,5,-39,8,105,-6,-1.5
Nc1ccc(-c2cn3cccnc3n2)cc1,7,0,-2.8,-2,-3,-1,99,17,-4.4
CCOc1cc(/C=N/NC(=O)c2cccnc2)ccc1OCC(N)=O,12,-8,-2.8,3,-8,14,100,14,-3.2
CC(=O)c1cccc(NC(=O)N2CCC(c3ccc(C)cc3)C2)c1 (stereo not drawn),0,2,-1.6,0,-27,6,107,-3,-1.3
Cc1cc(C)c2[nH]c(=O)c(C(c3nnnn3CC3CCCO3)N3CCCC(C)C3)cc2c1 (stereo not drawn),-2,1,-3.3,1,-17,45,99,14,-2.1
Cc1ccc(C(=O)N/N=C/c2cc(Br)ccc2O)cn1,32,4,-4.4,20,-12,-7,112,9,-3.6
COc1ccc(CCNC(=O)CNCC2CCCO2)cc1OC (stereo not drawn),7,-3,-4.8,25,10,25,98,11,-3.2
O=C(N/N=C/c1cccs1)c1cc(-c2cccc3ccccc23)n[nH]1,-1,14,-2.3,-15,-7,18,114,-11,-2.7
COCC(=O)OCC(=O)Nc1cc(C)c(C)cc1[N+](=O)[O-],2,-1,-2.3,-4,3,13,98,-5,-1.8
COc1ccccc1OCCn1cc(C=O)c2ccccc21,-7,3,-2.0,-2,-8,8,113,10,-1.9
CC1C=CCC2C(=O)N(c3ccc(OC(=O)c4ccco4)cc3)C(=O)C12 (stereo not drawn),6,7,-3.1,-3,-21,1,134,-4,-4.6
O=c1oc2ccccc2c(NCc2ccccc2F)c1[N+](=O)[O-],-4,-1,-0.9,-5,-1,18,105,0,-0.2

# Remaining list, next part:
SMILES,NS3 helicase inh,MEKK2mut PB1 HTS,IMP-1 inhibitor,M18AAP inhibitor,FID counter,NALP1 yeast inh,MEKK2wt PB1 HTS,UBC9 SUMO inh,VIM-2 inh
Cn1nc([N+](=O)[O-])c(C(C#N)c2ccccn2)c(Cl)c1=O (stereo not drawn),6,-3,-2.3,4,3,-22,93,16,-0.6
O=C(O)C1CCc2sc3[nH]c(=S)n(-c4ccccc4)c(=O)c3c21 (stereo not drawn),-2,-3,-2.3,31*,-11,-27,101,21,0.0
N#C/C(=N\Nc1ccc(S(=O)(=O)N2CCOCC2)cc1)C(N)=S,-3,0,-3.5,16,-2,-14,95,14,-3.8
Cc1csc(=Nc2ccccc2)n1CCCN1CCCC1=O,4,3,-1.7,5,-9,12,102,3,-1.6
COc1ccc(-c2cc(C(F)(F)F)c3c(n2)sc2c(O)cc(=O)[nH]c23)c(OC)c1,34,-2,-3.0,11,-14,-45,88,20,-0.9
Cc1ccc(-c2nnn(CC(=O)N(CC(=O)NCC3CCCO3)c3ccccc3)n2)o1 (stereo not drawn),3,6,-5.1,-6,-21,16,109,1,-2.9
COc1ccc(-c2coc3cc(OC)cc(OC)c3c2=O)cc1,16,4,-3.1,-2,-23,0,105,18,-3.9
O=C1[C@H]2[C@@H](/C=C/c3ccccc3)N3C(=O)CN(CC4CC4)C(=O)[C@@]3(Cc3ccccc3)[C@H]2C(=O)N1c1ccccc1,10,1,-2.4,-2,-33,4,101,11,-0.8

# Compound profiles, from the list above. Order of values: NS3 helicase inh, MEKK2mut PB1 HTS, IMP-1 inhibitor, M18AAP inhibitor, FID counter, NALP1 yeast inh, MEKK2wt PB1 HTS, UBC9 SUMO inh, VIM-2 inh
# `O=C1[C@H]2[C@@H](/C=C/c3ccccc3)N3C(=O)CN(CC4CC4)C(=O)[C@@]3(Cc3ccccc3)[C@H]2C(=O)N1c1ccccc1` across the screens: 10, 1, -2.4, -2, -33, 4, 101, 11, -0.8
# `COc1ccc(-c2cc(C(F)(F)F)c3c(n2)sc2c(O)cc(=O)[nH]c23)c(OC)c1` across the screens: 34, -2, -3.0, 11, -14, -45, 88, 20, -0.9
# `N#C/C(=N\Nc1ccc(S(=O)(=O)N2CCOCC2)cc1)C(N)=S` across the screens: -3, 0, -3.5, 16, -2, -14, 95, 14, -3.8
